CDK5 p35 inh – blocks human CDK5/p35 kinase activity; Recombinant CDK5/p35, ADP-Glo luminescence, 60 min; inhibition, % at 10 µM; 330,000 compounds, 0.01% hits;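 active = highest replicate inhibition of at least 50% and at least 75% of replicates reaching 50%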;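 note: plate controls were DMSO neutral control for no effect and GW8510 at 10 µM for full effect; many of its hits are not listed in these tables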
SUMO Mot1 rescue – inhibitors of SUMOylation pathway: yeast Mot1-301 growth rescue; S. cerevisiae Mot1-301 growth rescue, ATP luminescence, 38.5C; percent above DMSO median, 100 means doubled; growth rescue, % at 18.8 µM; 320,000 compounds, 1% hits; AID 2716;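 active = every valid replicate shows activation above 250% relative to neutral control wells; inactive = the rest, any valid replicate at or below 250%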;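 note: OY570 slx delta 5 strain wells were the positive control but not used for scaling; some compounds called inactive have numbers as strong as hits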
HTR5A inv ag – HTR5A inverse agonism, opioid heterodimer counter-screen. AID 504634. HTR5A cell line, luminescence. 340,000 compounds, 0.083% hits. P47898. inhibition, % at 9.3 µM; in the data active = inhibition mostly above about 23%, no sharp cut-off; inactive = mostly below about 18%;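 note: 0% = cells with DMSO and 100% = no-cell wells with DMSO; some compounds called inactive have numbers as strong as hits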
Target sequence (P47898 whole entry, looked up): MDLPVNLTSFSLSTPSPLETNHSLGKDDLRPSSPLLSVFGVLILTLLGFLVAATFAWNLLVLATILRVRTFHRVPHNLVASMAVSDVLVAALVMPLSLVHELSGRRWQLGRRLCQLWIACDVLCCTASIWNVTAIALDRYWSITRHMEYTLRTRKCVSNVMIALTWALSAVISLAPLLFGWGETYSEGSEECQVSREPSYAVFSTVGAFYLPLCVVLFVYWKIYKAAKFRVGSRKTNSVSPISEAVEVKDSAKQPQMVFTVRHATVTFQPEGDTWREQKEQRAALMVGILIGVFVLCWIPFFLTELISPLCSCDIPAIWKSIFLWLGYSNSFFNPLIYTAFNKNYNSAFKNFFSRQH
Tat export inh – inhibitors of E. coli Tat protein transport; E. coli MC4100 TorA-mCherry Tat export, fluorescence; inhibition, % at 10 µM; 340,000 compounds, 0.036% hits;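 active = mean replicate inhibition at least 50% and at least half of replicates individually reaching 50%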;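 note: exported cargo escapes ClpAP degradation while cytoplasmic cargo is degraded and loses fluorescence; 0% = median of neutral control wells and 100% = median of NaSCN control wells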
HTR5A ag ctr – activates human HTR5A in OPRM1-OPRD1 agonist counter-screen. 340,000 compounds, 0.61% hits. P47898. HTR5A agonist assay, luminescence, cell-based. activation, % at 9.3 µM; in the data active = activation mostly above about 9.5%, no sharp cut-off; inactive = mostly below about 7.6%;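 note: 0% = cells with vehicle only and 100% = reference agonist; strong numbers were not always called active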
Ecoli viability – bacterial growth inhibition, counter-screen for AddAB inhibitors | inhibition, % at 11.9 µM | 330,000 compounds, 0.27% hits | E. coli V3065 growth, OD600 absorbance, 18 h;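 active = inhibition above the campaign's mean inhibition across all tested compounds plus 3 SD, cut at about 9.9% in these data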;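 note: uninfected addAB+ strain grown without phage in ampicillin broth; 0% = DMSO wells and 100% = ciprofloxacin 0.95 µg/ml wells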
PKA-R1A activ – activators of PKA-R1A complex | P00514+P68181 | activation, % at 11.4 µM | PKA-R1A dissociation, Cy5-IP20 fluorescence polarization; scaled: DMSO 0%, 113 µM cGMP 100% | 340,000 compounds, 0.083% hits;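 active = percent activation above the mean of all tested compounds plus 3 SD, cut at about 19% in these data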;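 note: higher means more PKAc released from R1A so a rise in polarization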
PKA-R2B act – activators of human PKA-R2B complex. activation, % at 11.4 µM. 340,000 compounds, 0.079% hits. P22694+P31323. PKA-R2B holoenzyme dissociation, Cy5-IP20 fluorescence polarization; R2B truncated from residue 108, S112A mutant; 0% DMSO only, 100% 113 µM cGMP;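 active = activation above a cutoff set at the mean over all compounds plus 3 SD, cut at about 18% in these data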;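 note: higher means more holoenzyme dissociation and a rise in polarization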
Target sequence (P31323 whole entry, looked up, other chains not shown, the tested form may be a part): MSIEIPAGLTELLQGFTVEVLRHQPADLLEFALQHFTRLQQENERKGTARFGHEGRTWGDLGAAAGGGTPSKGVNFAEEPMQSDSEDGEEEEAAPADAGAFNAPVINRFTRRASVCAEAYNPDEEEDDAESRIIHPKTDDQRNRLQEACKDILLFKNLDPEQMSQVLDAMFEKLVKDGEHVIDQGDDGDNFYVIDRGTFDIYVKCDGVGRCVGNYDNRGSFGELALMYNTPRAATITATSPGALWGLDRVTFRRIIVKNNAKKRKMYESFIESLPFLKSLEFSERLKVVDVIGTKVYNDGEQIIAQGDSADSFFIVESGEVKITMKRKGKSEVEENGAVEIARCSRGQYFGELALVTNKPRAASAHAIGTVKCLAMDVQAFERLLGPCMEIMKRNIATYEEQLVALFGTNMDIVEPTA
AddAB inh – less growth of phage-infected E. coli with AddAB. E. coli expressing H. pylori AddAB, absorbance growth. inhibition, % at 11.9 µM. 330,000 compounds, 0.29% hits. AID 435030; in the data active = inhibition above about 12%;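 note: 0% = vehicle wells of infected cells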
phage Ecoli inh – E. coli growth loss with phage present. growth absorbance. inhibition, % at 11.9 µM. 360,000 compounds, 0.26% hits; in the data active = inhibition above about 11%
DAGLB inhibitor – diacylglycerol lipase beta (human) inhibition | Q8NCG7 | HEK293T DAGLB membrane lysate, EnzChek fluorogenic substrate | inhibition, % at 5.17 µM | 340,000 compounds, 0.059% hits | AID 504411; in the data active = inhibition above about 34%;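 note: 0% = enzyme with vehicle and 100% = wells lacking enzyme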
* = called active by the depositor; / = no result given; & = joins results of further samples.

SMILES | CDK5 p35 inh | SUMO Mot1 rescue | HTR5A inv ag | Tat export inh | HTR5A ag ctr | Ecoli viability | PKA-R1A activ | PKA-R2B act | AddAB inh | phage Ecoli inh | DAGLB inhibitor
COc1ccc2cc(C(=O)C3CCCN(C(=O)/C=C/c4ccccn4)C3)ccc2c1 (stereo not drawn) | -5.0 | -3 | -14 | 1 | -3 | 0.1 | 16 | -1 | 4.5 | 2.6 | -4
Cc1ccc(NC(=O)CSc2nnc(C)n2CC2CCCO2)cc1 (stereo not drawn) | 0.7 | 10 | 2 | 11 | -3 | -0.5 | -8 | -7 | 2.4 | 1.8 | 1
Cc1ccc(N2CCN(S(=O)(=O)c3ccc4c(c3)n(C)c(=O)c(=O)n4C)CC2C)cc1 (stereo not drawn) | -0.9 | 36 | -4 | -5 | 4 | -0.4 | -6 | -11 | 2.8 | 3.7 | -1
Oc1ccc(C2=Nn3c(nnc3-c3ccco3)SC2)cc1O | -0.7 | -11 | 21 | 0 | -1 | -1.4 | -5 | -8 | -2.2 | 0.4 | 3
Cc1ccc2c(CN3CCN(S(=O)(=O)c4ccccc4C(F)(F)F)CC3)cc(=O)oc2c1 | -1.3 | -13 | 1 | -4 | 0 | -0.3 | -8 | -5 | 1.6 | 2.3 | -7
CCOCCCNC(=O)C1CCCN(S(=O)(=O)c2ccc(-n3cnnn3)cc2)C1 (stereo not drawn) | 0.8 | -5 | -19 | -2 | 7 | -1.3 | 2 | 1 | 2.0 | 0.4 | 0
Cc1[nH]c2ccc(OC(F)(F)F)cc2c1CCN1C(=O)c2ccc(C(=O)O)cc2C1=O | 0.6 | -9 | 4 | -1 | -1 | 1.0 | -1 | -1 | -0.2 | 0.2 | 4
Cc1ccc(C)c(NC2=C(Cl)C(=O)OC2OC(C)C)c1 (stereo not drawn) | -0.2 | 29 | 32 | -10 | -3 | 2.3 | -6 | -6 | 2.0 | 5.5 | -3
O=C(NN=C1CCCCCCC1)c1ccccn1 | -0.8 | / | 8 | 1 | -3 | -0.9 | -21 | 3 | 0.7 | 2.1 | 2
Cc1nc2nc(C)c(CCC(=O)NCCCN3CCN(c4cccc(Cl)c4)CC3)c(C)n2n1 | -0.8&-2.8 | 7&5 | -6&21 | 11&1 | 2&-2 | 0.8&1.5 | 9&-2 | 0&-11 | 5.3&4.3 | 2.0&1.0 | -1&-1
COc1ccc2c(c1OC)C(=O)OC2c1c(O)nc(SC)n(-c2ccccc2)c1=O (stereo not drawn) | -1.1 | -9 | -9 | -5 | 4 | 0.4 | -8 | -11 | -1.4 | 0.8 | -1
COc1ccc(NC(=O)CN(C)C(=O)c2ccccc2OC)cc1 | 1.1 | 19 | -11 | 4 | 3 | / | 2 | -9 | / | 2.5 | 1
Cc1cccc(C)c1OCC(N)C(C)C (stereo not drawn) | 0.8 | / | 17 | 9 | 0 | 2.1 | 7 | 3 | 1.1 | 4.6 | 1
Cc1cccc(NC(=O)C2CCCN(S(=O)(=O)c3ccc(-n4cnnn4)cc3)C2)c1 (stereo not drawn) | -0.1 | -16 | 9 | -8 | -4 | -1.4 | -3 | 4 | -0.5 | -0.8 | 3
O=C(NNS(=O)(=O)c1ccc(Cl)cc1)c1cc(-c2ccccc2)n[nH]1 | 0.4 | -9 | -9 | 3 | 3 | 0.2 | 8 | 9 | 3.1 | 2.7 | 5
COc1ccccc1Oc1ccc(NC(=O)c2ccc(Cl)cc2)cc1 | 1.0 | 44 | -32 | 1 | 11 | -2.4 | -7 | -1 | 0.3 | 2.3 | 1
CCOC(=O)N1CCN(C(=O)C2CCCN(Cc3nc(-c4ccc(Cl)cc4)oc3C)C2)CC1 (stereo not drawn) | 1.6 | 12 | -6 | 1 | 2 | -3.0 | 3 | -6 | 1.3 | 0.1 | 0
COc1ccc(CCNC(=O)CC2SC(=NCCc3ccccc3)NC2=O)cc1OC (stereo not drawn) | 0.9 | -12 | 17 | -7 | -2 | -1.1 | -3 | -4 | 0.2 | 1.2 | 0
CC(C)(C)c1nn(-c2ccccc2)c2[nH]c(=O)c(CNCc3ccc4c(c3)OCO4)cc12 | 1.8 | -17 | -28 | -7 | 12* | 1.4 | -10 | 3 | -0.6 | 2.1 | -12
Cc1ccc(NC(=O)CCC2CC(C)(C)OC2=O)cc1 (stereo not drawn) | -1.2 | 259 | -8 | -11 | 3 | 0.6 | -1 | -2 | 6.0 | 0.8 | 0
C#CCOC(=O)Nc1cc(C)n(-c2ccccc2)n1 | 4.8 | -1 | -3 | 4 | 9 | 0.7 | 5 | -2 | 6.0 | 0.7 | -1
COc1cccc(N2CCN(C3OC(=O)c4ccccc43)CC2)c1 (stereo not drawn) | 0.2 | 177 | -26 | -7 | 11 | 3.3 | -12 | -1 | 1.6 | 0.3 | 0
CCOC(=O)c1ccc2[nH]c3c(c2c1)CCCC3C(=O)OCC (stereo not drawn) | -0.5 | / | -37 | 4 | 13 | 1.9 | 5 | 6 | 3.6 | 2.3 | -10
COCCn1c(-c2ccc(OC)c(OC)c2)nc2ccccc21 | 0.6 | 26 | 4 | 1 | -1 | 0.7 | -4 | -4 | 2.2 | 1.9 | -3
CCOC(=O)c1ccc2c(c1)C1C=CCC1C(C(=O)OCC)N2 (stereo not drawn) | -0.1 | -4 | -34 | -3 | 0 | -0.5 | -1 | -5 | 2.6 | 1.8 | 9
SMILES | CDK5 p35 inh | SUMO Mot1 rescue | HTR5A inv ag | Tat export inh | HTR5A ag ctr | Ecoli viability | PKA-R1A activ | PKA-R2B act | AddAB inh | phage Ecoli inh | DAGLB inhibitor
CC(C)c1nnc(NC(=O)c2cnccn2)s1 | -1.2 | -12 | 0 | -8 | 2 | -1.2 | 13 | 1 | -0.7 | 2.3 | 1
COc1ccccc1N1CCN(/N=C/c2cc([N+](=O)[O-])ccc2Cl)CC1 | -3.3 | 14 | 0 | 11 | 0 | -0.3 | -12 | -2 | 1.2 | 4.8 | -4
Cc1ccc(S(=O)(=O)c2c(N)n(NC(=O)c3ccco3)c3nc4ccccc4nc23)cc1 | -2.3 | 5 | 10 | -8 | 0 | -1.6 | -12 | 3 | 2.6 | 2.6 | 6
Cc1cc(C(=O)N/N=C/c2ccccn2)c2ccccc2n1 | -0.4 | 7 | -11 | 1 | 4 | -0.2 | 1 | -11 | 1.2 | 1.2 | 1
O=C(O)/C(=C\c1ccc(Cl)cc1)c1ccc(F)cc1 | 1.4 | -7 | -2 | -2 | 1 | 1.7 | 7 | 13 | -1.6 | 0.9 | 3
CCOc1ccc(S(=O)(=O)Nc2nc3ccccc3nc2N2CCN(C)CC2)cc1 | 0.0 | -22 | -3 | -4 | 8 | -1.0 | -7 | -2 | 4.3 | -2.4 | 2
CC(=O)Nc1ccc(C(=O)CSc2ncn(-c3ccccc3)n2)cc1 | 1.0 | -3 | -6 | -15 | 1 | 0.4 | 5 | -8 | 2.2 | 3.1 | -2
COC(=O)c1ccc(COc2ccccc2/C=C(\C#N)C(=O)Nc2ccc(C)cc2C)cc1 | -1.3 | -2 | 11 | -6 | -4 | 0.7 | -4 | 11 | -0.7 | 0.2 | 0
O=[N+]([O-])c1cc(NCCO)c(N2CCCCCC2)c2nonc12 | 0.6 | -7 | -17 | 13 | 5 | 2.3 | 4 | -2 | 1.4 | 2.8 | 1
CC(=O)c1ccc(Oc2ccc(C(C)=O)cc2)cc1 | -1.1 | 5 | -4 | -4 | 2 | -1.7 | 0 | -9 | -0.2 | 1.4 | -3
Cc1ccc(NC(=O)COc2coc(CN3CCc4ccccc43)cc2=O)c(C)c1 | -0.5 | -1 | -9 | 5 | 0 | -0.3 | -8 | 2 | 0.3 | 1.0 | 2
O=C(NCc1ccco1)C12CC3CC(CC(C3)C1)C2 | 0.9 | 225 | -8 | -6 | 3 | 0.4 | 3 | -3 | 1.1 | -1.3 | 0
CSCCC(C)N1CCC(Oc2ccc(C(=O)N3CCCC3)cc2)CC1 (stereo not drawn) | -0.6 | -10 | -8 | -2 | 2 | 1.0 | -3 | 1 | 0.7 | 1.3 | 5
Cc1ccc(S(=O)(=O)CCC(=O)N(Cc2nnc(-c3ccc(Cl)cc3)o2)C2CC2)cc1 | -0.1 | 16 | 7 | -1 | 5 | -2.3 | -4 | -9 | -0.6 | 0.3 | 1
CCCn1c(N)c(N(CCOC)C(=O)C2CCCC2)c(=O)[nH]c1=O | -0.1 | -12 | -11 | 10 | 1 | 1.9 | 4 | -3 | 1.7 | -2.6 | 1
CCC(CNC(=O)c1c(C)nn(-c2ccccc2)c1Cl)c1ccccc1 (stereo not drawn) | -4.3 | 3 | 10 | 20 | -1 | -1.1 | -3 | -2 | 2.5 | -1.4 | -7
Cc1ccc(NS(=O)(=O)c2ccc(C)c(C(=O)N3CCN(C)CC3)c2)cc1 | -1.8 | 132 | -28 | -5 | 0 | -0.1 | -10 | -10 | 0.2 | 0.8 | -3
CC(=O)N1CCN(c2ccc(Oc3nc(-c4ccccc4)nc4ccccc34)cc2)CC1 | 0.9 | / | -2 | -6 | 0 | / | -8 | -10 | / | 2.6 | -1
O=C(NNC(=O)C1CCN(S(=O)(=O)c2ccc(Cl)cc2)CC1)c1ccc(Cl)cc1 | 0.8 | / | -19 | -7 | 3 | 2.0 | 0 | 7 | 0.7 | 3.5 | -1
COc1ccc(OC)c(-c2csc(NC(=O)COC(=O)c3ccc(NC(=O)CC#N)cc3)n2)c1 | 1.3 | 2 | -17 | -4 | 7 | -0.5 | -10 | -5 | -2.1 | / | 2
CCOC(=O)CC(NS(=O)(=O)c1ccc(NC(C)=O)cc1)c1ccc(OCC)cc1 (stereo not drawn) | 0.7 | 13 | -28 | -1 | -2 | 1.2 | 0 | -8 | 1.9 | 2.8 | 4
CCOC(=O)c1cc2c(OC)ccc(OC)c2n1CC(=O)c1ccccc1 | 2.1 | 0 | 10 | 3 | -3 | -0.5 | -4 | -6 | 0.7 | 1.7 | -8
O=C(NNC(=O)c1cc2ccccc2oc1=O)c1ccccc1 | 0.4 | 12 | -1 | -7 | 0 | 2.0 | 11 | -5 | 0.8 | -3.2 | 1
O=C(Nc1ccccc1Cl)O/N=C/c1ccncc1 | 0.4 | -1 | 12 | -4 | -2 | 1.7 | -6 | -7 | 1.4 | 0.7 | -1
O=C(O)c1ccc(Oc2nc3ccccc3s2)cc1 | 2.4 | / | 11 | 3 | -3 | / | 6 | 5 | / | 1.6 | 1
NC(=O)Cc1ccc(C(=O)c2ccc(F)cc2)s1 | 0.1 | -15 | -4 | 6 | 1 | 3.4 | -8 | -4 | 2.5 | 4.2 | 0
CN(C)c1ccc(-c2nnn(CC(=O)Nc3ccccc3N3CCOCC3)n2)cc1 | 1.0 | 2 | 2 | -5 | -2 | -0.6 | 2 | -14 | -1.1 | -1.2 | 2
Cc1c(-c2ccc(Br)cc2)[n+](=O)c2c(n1[O-])CCCCC2 | 0.7 | 4 | / | -12 | / | 0.6 | / | / | -1.0 | 3.1 | /
Cc1cccc(N2C(=O)N3[C@H](c4ccc(Cl)cc4)[C@@H]4C(=O)N(C5CCCCC5)C(=O)[C@@H]4[C@]3(Cc3ccc(Cl)cc3)C2=O)c1 | -2.0 | -2 | 3 | -8 | 2 | 1.5 | -1 | -1 | 1.9 | / | -13

Bioassay records (PubChem)
